# Compound activity (PubChem)
# 12-LOX inh = Primary qHTS assay for inhibitors of human arachidonate 12S-lipoxygenase (ALOX12): Round 2; Polyunsaturated fatty acid lipoxygenase ALOX12 (Homo sapiens), P18054; 1.1% of 580,000 active; Potency, µM (doses to about 108 µM), without a hit: at the top dose activity change, negative = inhibition, actives largely listed as inhibitors; AID 1671190, 2021; purified 12hLO, xylenol orange hydroperoxide absorbance; active = well fitted inhibition curve with a large enough effect; inconclusive = small, poorly fitted or top-dose-only effect, or another doubt; inactive = no such curve, though single readings can be large or run the other way
# Target sequence (P18054 whole entry, looked up): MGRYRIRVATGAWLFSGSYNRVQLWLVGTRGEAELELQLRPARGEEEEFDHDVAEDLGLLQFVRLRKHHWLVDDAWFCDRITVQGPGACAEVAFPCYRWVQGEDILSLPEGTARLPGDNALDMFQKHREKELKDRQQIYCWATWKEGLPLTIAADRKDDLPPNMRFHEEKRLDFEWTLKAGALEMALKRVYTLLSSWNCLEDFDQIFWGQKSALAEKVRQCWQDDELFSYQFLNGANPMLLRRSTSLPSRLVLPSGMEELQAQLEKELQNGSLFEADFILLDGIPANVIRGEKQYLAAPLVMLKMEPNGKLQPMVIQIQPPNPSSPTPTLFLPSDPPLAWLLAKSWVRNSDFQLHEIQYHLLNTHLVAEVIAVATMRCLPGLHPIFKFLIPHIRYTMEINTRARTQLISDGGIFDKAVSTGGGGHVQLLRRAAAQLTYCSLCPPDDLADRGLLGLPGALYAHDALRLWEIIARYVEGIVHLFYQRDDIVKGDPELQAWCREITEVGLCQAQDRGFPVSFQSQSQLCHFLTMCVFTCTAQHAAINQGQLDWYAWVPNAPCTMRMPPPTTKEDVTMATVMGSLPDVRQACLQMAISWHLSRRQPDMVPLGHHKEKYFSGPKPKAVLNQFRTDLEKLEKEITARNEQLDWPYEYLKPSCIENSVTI
#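 Hydroperoxide product was detected by ferrous iron/xylenol orange as the 573 to 405 nm absorbance ratio. Arachidonic acid at 40 uM (final) was turned over for 30 min at room temperature by 150 nM human 12hLO, pH 7.0 Hepes buffer, after 15 min compound preincubation.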
# * = called active by the depositor; u = inconclusive; [ ] = remark or other dose. % is scaled to controls: 0 for no effect and ±100 for the full control effect; potency is read from the fitted curve at half-maximal effect. This is a subset; count on the stated rates, not on these rows.
12-LOX inh	Molecule
0%	CCCCN1C(=O)C(CC(=O)NCC2CCCCC2)CC(C(=O)N2CCCCCC2)=C1C (configuration not stated)
-10%[176 µM]	O=C(Cc1c[nH]c2ncc(-c3ccc4c(c3)OCO4)cc12)N1CCOCC1
3%	CCCCC(=O)Nc1ccccc1C(C)CC (configuration not stated)
3%	O=C(c1ccncc1)N1CCC(C2CCN(Cc3cccc(F)c3F)CC2)C1 (configuration not stated)
-27%	CN(Cc1ccc(C(F)(F)F)cc1)C(=O)c1ccc(CNC(N)=O)cc1
-1%	COc1ccc(OC)c(CNC(=O)c2cc3c(s2)-c2c(C)cccc2OC3)c1
30%	O=C(C1CCC1)N1CCN(Cc2ccc(=O)n(CC3CC3)c2)CC1
14%	O=S(=O)(NCc1ccccc1)N1CCCC1c1nc(-c2ccncc2)no1 (configuration not stated)
u	CCOc1ccc(NC(=O)c2cccc(Nc3ccnc(-c4ccc(F)cc4)n3)c2)cc1
1%[57.4 µM]	COCC(=O)N1CCC2(CC1)CCN(c1ccncc1)CC2
73%[activator][176 µM]	Cc1cc(C)c(CNC(=O)c2nc(-c3cccnc3)cc3c2ccn3C(C)C)c(=O)[nH]1
4%	CCOc1cccc(C(=O)NNC(=O)C2C3CCC(C3)C2C(=O)O)c1 (configuration not stated)
0%[176 µM]	O=C1[C@@H]2C[C@@H](O)CN2C2(CN(Cc3cccc(F)c3)C2)C(=O)N1Cc1ccccc1F
14%[176 µM]	COCC(=O)Nc1ccc(-c2noc([C@@H]3CCCN3Cc3cccnc3)n2)cn1
-18%[176 µM]	Cc1noc(C)c1-c1cc2cc(CO)oc2c(-c2ccccc2)n1
-7%	COc1ccc(Cl)cc1NC(=O)COC(=O)c1nn(C)c(=O)c2ccccc12
16%	O=C(C1C2C(=O)N(CCOc3ccccc3)C[C@@]23C=C[C@@H]1O3)N1CCSCC1 (some centres not stated)
-8%	CCNC(=O)NC(=O)C(C)N(C)Cc1ccco1 (configuration not stated)
15%	COC(=O)c1c(NC(=O)CSc2ccccn2)sc2c1CCCC2
u	CN(C)c1nc2c(c(=O)[nH]c(=O)n2C)n1Cc1ccccc1Cl
u	CCc1c(/C(=N/O)c2ccc(C)cc2)oc2ccc3c(C)cc(=O)oc3c12
u	COCCN1CCC(N2CCN(S(=O)(=O)Cc3cccc(Cl)c3)CC2)C1=O (configuration not stated)
u	CC1CCCC/C1=N\NC(=S)Nc1ccccc1C(F)(F)F (configuration not stated)
54%[activator]	N#Cc1nc(-c2cccs2)oc1N1CCN(C(=O)c2cccc(Cl)c2)CC1
-33%[176 µM]	O=C1COc2ccc(Nc3ccc(Cl)cc3)nc2CN1Cc1nc2ccccc2s1
-26%	CCOc1ccc(/C=C(/C#N)c2nc3ccccc3[nH]2)cc1OC
16%	COc1ccc2[nH]c3c(c2c1)CCN(C)C31CCN(C(=O)c2cccc(C)c2)CC1
u	Fc1c(C(F)(F)F)nc2ccc(Br)cn12
32%[activator]	CCc1ccccc1NC(=O)N1CCC(OC2CCN(S(C)(=O)=O)CC2)CC1
28%	CCn1nc(C(=O)N2CCN(S(=O)(=O)c3ccc(C(C)(C)C)cc3)CC2)c2ccccc2c1=O
19%	CN(Cc1cnn(C)c1)c1ccc(-c2nc(COc3ccccc3)no2)cn1
u	Cc1ccc2c(CSc3nnnn3C3CC3)cc(=O)oc2c1C
-3%	Cc1ccc(C(=O)N(Cc2cc3cc4c(cc3nc2N2CCOCC2)CCC4)CC2CCCO2)s1 (configuration not stated)
34%	CN1C(=O)CS(=O)(=O)C12CCN(C(=O)c1ccc(F)cc1F)CC2
14%[57.4 µM]	O=C(Nc1cccc(F)c1)N1CC2(CCN(S(=O)(=O)c3ccccc3)CC2)C1
5%	CCNC(=O)CNc1nc(C(F)(F)F)nc2ccccc12
u	O=c1c2ccccc2cnn1CCNC1CCC2(CCNCC2)CC1
87%[activator]	COc1ccccc1CN1CCN(C(=O)C2CCCN(Cc3cccnc3)CCC(=O)NCC2)CC1 (configuration not stated)
13%[176 µM]	Cc1noc2c(N3CC[S+](=O)([O-])CC3)cc(-c3ccccc3)nc12
48%[activator]	COc1ccc(C2Cn3nnc(-c4nc(-c5ccccc5C)no4)c3CO2)cc1 (configuration not stated)
-6%	C(=N\N=C\c1c[nH]c2ccccc12)/c1c[nH]c2ccccc12
-2%	CC1CCC(C(=O)NNC(=O)OC(C)(C)C)CC1 (configuration not stated)
2.5µM*	O=C(Cc1ccc(Cl)cc1)N1CCC2(CC1)NC(=O)N(c1ccc(F)cc1)N2
6%	Cc1ccc(N(C(C)C(=O)NCc2cccnc2)S(C)(=O)=O)cc1C (configuration not stated)
1%	COc1cccc(-c2cc(C(=O)N3CCc4c(c(-c5nncn5C)nn4C)C3)[nH]n2)c1
2%	COc1ccc(N2Cc3c(NCCOc4ccccc4)ncnc3N(C)CC2=O)cc1
6%	CN(C)C(=O)c1ccc(NC(=O)CSc2ccc(F)cc2)cc1
31%	COc1ccc(CN2CC3(CCN(C(=O)c4ccc(F)c(Cl)c4)CC3)C2=O)cc1
0%	COc1ccc(-c2nc(CNC(=O)Nc3ccc(C)c(Cl)c3)c(C)o2)cc1
-5%	Cn1c(C(=O)N2CCn3nc(Cc4ccccc4)cc3C2)cc2ccccc21

# Some of these compounds in order of molecular weight, rising.
12-LOX inh	Molecule
15%	COC(=O)c1c(NC(=O)CSc2ccccn2)sc2c1CCCC2
-5%	Cn1c(C(=O)N2CCn3nc(Cc4ccccc4)cc3C2)cc2ccccc21
2.5µM*	O=C(Cc1ccc(Cl)cc1)N1CCC2(CC1)NC(=O)N(c1ccc(F)cc1)N2

# (next part)
12-LOX inh	Molecule
-21%	N#Cc1cccc(Cn2c(=O)c3c(ncn3C3CCCC3)n(Cc3ccccc3)c2=O)c1
8%	COc1cccc2cc(-c3csc(Nc4ccccc4Br)n3)c(=O)oc12
5%	COC(=O)CN1CCCC1c1ccsc1 (configuration not stated)
24%	O=C(NCc1ccccc1)N1CCC(N(C(=O)C2CC2)C2CCOCC2)CC1
6%	CC(c1cccc(-c2nc3c(cc2C(N)=O)CCC3)c1)N1CCCC1 (configuration not stated)
-20%	Cc1ccc(NC(=O)c2ncoc2-c2ccco2)c(Cl)c1
-21%	CCCCCN(C(=O)CCc1cn(CCCCC)c2ccccc12)c1ccc(Oc2cccnc2)cc1
-38%	CN1CCN(C(=O)c2cccc3c2NCCC3)CC12CCNC(=O)CC2 (configuration not stated)
93%[activator]	Cc1nnnn1CCCN1CCC2(CCC(=O)N(CC(C)O)C2)CC1 (configuration not stated)
16%	CCOc1ccc(-c2ccc(C(=O)O)s2)cc1
14%	O=C(c1cnccn1)N1CCC(Oc2cccnc2)C1 (configuration not stated)
19%	COc1ccccc1C(=O)N1CCN(c2cc(-c3ccccc3)[nH]n2)CC1
1%[6.33 µM]	O=C1c2ccccc2CN1C1CCN(Cc2cncs2)CC1
0%	O=C(N[C@H]1CO[C@H]2[C@@H]1OC[C@@H]2n1cc(-c2ccccn2)nn1)c1ccc(C(F)(F)F)cc1
u	OC[C@@H]1O[C@H](CNC2CCOCC2)[C@H](N2CCN(c3ccccn3)CC2)[C@@H]1O
9%	CCOCCCNc1nc2c(c(=O)n(C)c(=O)n2C)n1Cc1ccc(Cl)cc1Cl
53%	Cc1cc(C)c(C(=O)N[C@H](C2CCNCC2)C2CC(O)C2)c(C)c1 (some centres not stated)
10%	COC(=O)[C@]12C[C@H](CC(=O)NCc3ccc(C)o3)C(=O)N(Cc3ccccc3)C1=C[C@H](C(C)C)O[C@@H]2C1CC1
-2%	CC1(C)CC(=O)C2=C(C1)OC(N)=C(C#N)C2(C)C
37%[activator][176 µM]	O=C(C1CCCC1)N1CCC2(Cc3ccccc3NC2=O)C1 (configuration not stated)
u	NC(=S)N/N=C/c1ccc(Cl)cc1
18%	Cc1ccc(C(=O)N2CCC(CCC(=O)N3CCCCC3)CC2)cc1
-13%	CC(Sc1ncc(-c2ccccc2)o1)C(=O)NCc1ccc(F)cc1 (configuration not stated)
3%[176 µM]	Cc1ccc(C(C)C)cc1O
-5%	CCCNC(=O)N[C@H]1C=C[C@H](CC(=O)OC)O[C@@H]1CO
-5%	CCN(CC)C(=O)[C@@H]1C[C@@H](N)CN1C(=O)CC1CCCC1
-5%	CCn1nc(C(=O)Nc2cccc(F)c2)c2ccccc2c1=O
14%	COc1ccc(NC(=O)c2c(-c3cnn(C)c3NCc3ccc(C#N)cc3)noc2C)cc1
6%	CC(C)(O)C#Cc1ccc(CN2CCc3nnc(CCNC(=O)c4ccco4)n3CC2)cc1
52%[activator]	CCCc1nc(C(=O)NC2CC(c3cc(N4CCOCC4)ncn3)C2)cs1 (configuration not stated)
6%	COCCOC1CCOC2(CCN(C(=O)c3nn(C)c4ccccc34)CC2)C1 (configuration not stated)
u	Cc1noc(C)c1-c1ccc2ncnc(NC3CCNCC3)c2c1
7%	COc1ccc(NC(=O)Nc2ccc(C)n(CC(=O)Nc3ccc(C)c(C)c3)c2=O)cc1
74%[activator][176 µM]	CN1C[C@@H](NC(=O)c2ccccn2)C[C@H]1c1nc(-c2ccc(OC(F)(F)F)cc2)no1
u	Cc1cccc(Nc2nnc(SCC(=O)c3ccc(Br)s3)s2)c1
19%	CCCn1c(=O)n(CCC(=O)N(C)CC(=O)Nc2ccccc2Cl)c2ccccc21
-1%	Cc1ncc2c(c1CNS(=O)(=O)N(C)C)CCN(C(=O)/C=C/c1cccc(F)c1)C2
-2%	CCOc1ccccc1NC(=O)N1CCCC(c2noc(COc3ccccc3F)n2)C1 (configuration not stated)
1%	COCCN1C(=O)[C@H]2C[C@@]13O[C@H](c1ccc(C(F)(F)F)cc1)N=C3C[C@H](c1ccccc1)[C@H]2C
u	O=C(CNc1cc(Cl)ccc1N1CCOCC1)Nc1ccccc1Cc1ccccc1
u	CC(=O)Nc1c(-c2cc(=O)oc3c(C)c(C)ccc23)oc2ccccc12
4%[6.33 µM]	NCCCC(=O)N1CCCC2(Cc3ccccc3CN2C(=O)c2ccccc2)C1 (configuration not stated)
u	Cc1ccccc1C(=O)Nc1sc(C)c(C)c1C#N
36%	COc1ccccc1NC(=O)Cn1cccc1-c1nc(-c2ccc(F)cc2)no1
57%[activator]	CC(C)(C)CC(=O)N(Cc1cccc(Br)c1)C1CC1
3%[176 µM]	CC(C)Cc1cnc(-c2ccccc2)[nH]1
u	O=C1Nc2ccccc2CC12CCCN2Cc1ccc(Cl)cc1 (configuration not stated)
11%	COc1cccc(CNC(=O)[C@H]2CCC[C@H]2NC(=O)c2ccncc2)c1OC
-7%	CN=Cc1cc(C(C)(C)C)cc(C(C)(C)C)c1O
u	CCN(CC)S(=O)(=O)c1ccc(NS(=O)(=O)c2ccc(C(C)C)cc2)cc1

# A second format for three compounds above:
SMILES	12-LOX inh
CC(C)(C)CC(=O)N(Cc1cccc(Br)c1)C1CC1	57%[activator]
CC(C)Cc1cnc(-c2ccccc2)[nH]1	3%[176 µM]
O=C1Nc2ccccc2CC12CCCN2Cc1ccc(Cl)cc1 (configuration not stated)	u

# Next results
12-LOX inh	Molecule
-2%	Cc1c(NC(=O)c2ccco2)cccc1C(=O)N1CCn2nc(C(=O)O)cc2C1
12%	CCCCC(=O)Nc1cc(NC(=O)C(C)NS(C)(=O)=O)ccc1OC (configuration not stated)
38%[activator]	Cc1sc2ccn(C)c(=O)c2c1C(=O)NCc1ccccc1Cl
-23%	CC1(c2nnnn2-c2ccc3c(c2)OCCO3)CCC(=O)N1CCc1ccc(O)cc1 (configuration not stated)
u	COc1ccccc1Cn1c(-c2ccc(Cl)cc2)nc(C)c(CCO)c1=O
26%	CCc1nc2c(c(-c3ccc(Cl)cc3)n1)CCN(C(=O)c1ccccn1)CC2
22%	CCN1CC(c2ccccc2)CC2(CCN(Cc3cnc(SC)nc3)CC2)C1 (configuration not stated)
-31%	Cc1cc(C)cc(NC(=O)Cc2nc(-c3cccs3)oc2C)c1
-1%	COc1ccc(-c2coc3cc(OCCN4CCN(CCO)CC4)ccc3c2=O)cc1
17%	COc1ccc(Cl)cc1C(=O)N1CCN(c2cc(C(F)(F)F)nc(C)n2)CC1
-24%	COc1ccc(Br)cc1CNC(=O)CCC(=O)N1CCSc2nc(C)cc(C)c21
0%	CCCC1c2nccn2CCCN1C(=O)c1c(C)noc1C (configuration not stated)
5%	O=C(Cc1c(F)cccc1Cl)NCc1cccnc1N1CCOCC1
-2%	O=C(Cn1cc(C(F)(F)F)cc(Cl)c1=O)Nc1cc(Cl)ccc1F
u	Cc1ccc(N2CCN(C(=O)C3CCCN(c4cnc5nccnc5c4)C3)CC2)cc1 (configuration not stated)
35%[activator]	COCc1noc([C@@H]2CN(Cc3ccc4c(c3)CCO4)C[C@H]2COC)n1
61%[activator]	CCOC(=O)CCCOc1cccn2c(=O)c(-c3cc(C)n(-c4ccccc4)n3)c(C)nc12
40%[activator][176 µM]	CC(=O)Nc1ccc([C@@H](O)[C@H]2COCC(=O)N2CCCc2ccccc2)cc1

# Reformatted field by field: entries from further up.
COc1ccc(Br)cc1CNC(=O)CCC(=O)N1CCSc2nc(C)cc(C)c21
  12-LOX inh = -24%

Cc1ccc(N2CCN(C(=O)C3CCCN(c4cnc5nccnc5c4)C3)CC2)cc1 (configuration not stated)
  12-LOX inh = u

CCCC1c2nccn2CCCN1C(=O)c1c(C)noc1C (configuration not stated)
  12-LOX inh = 0%

COc1ccccc1Cn1c(-c2ccc(Cl)cc2)nc(C)c(CCO)c1=O
  12-LOX inh = u
